Screens as filed in PubChem BioAssay.
aGal spleen mod – qHTS Assay for Inhibitors and Activators of Human alpha-Galactosidase From Spleen Homogenate. AID 2107, 2009. Alpha-galactosidase A (Homo sapiens), P06280. human spleen homogenate, 4MU-alpha-Gal fluorescence, 40 min. actives 0.008% (n = 240,000). Potency, µM (highest dose often 80 µM), without a hit: at the highest dose activity change, negative = inhibition, usual class: inhibitors;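 also: 0% = enzyme with vehicle and -100% = no enzyme basal signal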
Target sequence (P06280 32-429 limits assumed): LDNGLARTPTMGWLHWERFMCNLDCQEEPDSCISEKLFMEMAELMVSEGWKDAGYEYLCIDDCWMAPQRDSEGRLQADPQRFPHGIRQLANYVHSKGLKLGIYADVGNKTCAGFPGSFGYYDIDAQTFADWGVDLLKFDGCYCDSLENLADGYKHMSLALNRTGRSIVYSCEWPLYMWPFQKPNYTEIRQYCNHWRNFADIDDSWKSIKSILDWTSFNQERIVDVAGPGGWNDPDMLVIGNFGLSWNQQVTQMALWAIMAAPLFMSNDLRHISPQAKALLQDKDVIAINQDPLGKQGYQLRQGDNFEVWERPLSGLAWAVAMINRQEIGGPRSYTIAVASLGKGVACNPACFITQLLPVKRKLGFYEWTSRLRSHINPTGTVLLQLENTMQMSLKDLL
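qHTS titration in buffer at pH 5.0. Alpha-galactosidase activity in spleen homogenate was measured via 4-methylumbelliferone release from 1 mM fluorogenic substrate after 40 min at 37C and a pH 10 stop. AC50 came from Hill fits of control-normalized data.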
GAA glycogen mod – qHTS Assay for Inhibitors and Activators of Human alpha-Glucosidase Cleavage of Glycogen; recombinant GAA, glycogen substrate, Amplex Red glucose oxidase fluorescence; Lysosomal alpha-glucosidase (Homo sapiens), P10253; Potency, µM (highest dose often 76.4 µM), without a hit: at the top dose activity change, negative = inhibition, most hits filed as inhibitors; actives 0.38% (n = 300,000);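 also: 0% = full enzyme reaction and -100% = no-enzyme basal signal; the screen sought inhibitors and activators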
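Recombinant enzyme (4 nM final) with compounds titrated up to 77 uM and bovine liver glycogen (30 ug) in citrate pH 5.0, 0.01% Tween-20, 37 C 40 min. Released glucose detected by Amplex Red/glucose oxidase (Ex 573/Em 610); AC50 from Hill fits.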
Tau ThT inhib – qHTS for Inhibitors of Tau Fibril Formation, Thioflavin T Binding. Microtubule-associated protein tau (Homo sapiens), P10636. recombinant tau K18 P301L, heparin-induced fibrillization, ThT fluorescence. Potency, µM (titrated, usually from 57.4 µM), for inactives: at the top dose activity, negative = inhibition, usual class: inhibitors. actives 2.1% (n = 270,000). AID 1460, 2008; also: % is scaled to controls: 0 for no effect and ±100 for the full control effect; nearly all actives have a fitted effect of over 55% in size
Target sequence (P10636 561-689 P618L limits assumed): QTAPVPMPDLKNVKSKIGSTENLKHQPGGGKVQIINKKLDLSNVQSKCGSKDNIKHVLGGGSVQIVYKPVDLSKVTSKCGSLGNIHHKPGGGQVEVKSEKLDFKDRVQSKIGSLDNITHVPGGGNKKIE
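Using a mix of unlabeled (15 uM) and Alexa 594-labeled (0.24 uM) tau K18 P301L, heparin-triggered fibrillization over 6 hr at 37 C was scored by ThT fluorescence.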
Tau FP inhib – qHTS for Inhibitors of Tau Fibril Formation, Fluorescence Polarization | K18 P301L tau heparin fibrillization, Alexa594 FP, 6 h | Potency, µM (top dose mostly 57.7 µM), inactives show at the top dose activity, negative = inhibition, hits mostly inhibitors | actives 0.39% (n = 280,000); also: % is scaled to controls: 0 for no effect and ±100 for the full control effect; nearly all actives have a fitted effect of over 55% in size
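K18 P301L tau (15 uM unlabeled/0.24 uM Alexa 594-labeled, final) + compound + heparin 20 uM final; 100 mM NaOAc pH 7; 6 hr 37 C; ThT 30 uM final added, 1 hr RT; FP ex 555/em 632 nm.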
HTT ATP protect – qHTS Multiplex Assay to Identify Dual Action Probes in a Cell Model of Huntington: Cytoprotection (ATP) | PC12 HTT-Q103 induced, cytoprotection, ATP luminescence, 40 h | actives 0.14% (n = 230,000) | Potency, µM (doses to about 56.4 µM), without a hit: cytoprotection (ATP increase), usual class: activators;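 also: % of control where 0% means no effect; nearly all actives have a fitted effect of over 45% in size; toxic huntingtin expression switched on by the ecdysone agonist tebufenozide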
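ATP quantification (ATPlite) reports survival of PC12 cells in which tebufenozide, 100 nM final, switches on Htt exon 1 with 103 glutamines linked to GFP; compounds are titrated.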
GAA spleen mod – qHTS Assay for Inhibitors and Activators of Human alpha-Glucosidase From Spleen Homogenate. Potency, µM (highest dose often 79.9 µM), for the others: top-dose activity change, negative = inhibition, most hits filed as inhibitors. human spleen homogenate, 4-MU-alpha-glucoside fluorescence. actives 0.006% (n = 240,000). Lysosomal alpha-glucosidase (Homo sapiens), P10253;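 also: 0% = enzyme with vehicle and -100% = no enzyme basal signal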
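Enzyme source: human spleen homogenate, 1 ug/well. Buffer 50 mM citric acid/K phosphate pH 5.0, 0.01% Tween-20. 4-MU-alpha-glucoside 1 mM; 37 C x 40 min; NaOH/glycine stop; fluorescence.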
Tau fluor cs – Counterscreen qHTS for Inhibitors of Tau Fibril Formation, Fluorescence Polarization. actives 0.93% (n = 280,000). tau K18 P301L Alexa594 fluorescence, heparin fibrillization. Potency, µM (highest dose often 57.7 µM), without a hit: at the highest dose activity change, negative = decrease. AID 1463, 2008; also: % is scaled to controls: 0 for no effect and ±100 for the full control effect; nearly all actives have a fitted effect of over 55% in size
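Human tau K18 P301L (15 uM unlabeled, 0.24 uM Alexa 594-labeled) in 100 mM sodium acetate pH 7 with 20 uM heparin, 6 hr at 37 C. ThT 30 uM added, 1 hr ambient; Alexa 594 FP and total fluorescence read at 555/632 nm.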
GAA inh – qHTS Assay for Inhibitors of Human alpha-Glucosidase as a Potential Chaperone Treatment of Pompe Disease; Potency, µM (doses to about 76.9 µM), without a hit: at the highest dose activity change, negative = inhibition, usual class: inhibitors; purified human GAA, 4-MU-alpha-glucoside fluorescence; actives 0.005% (n = 200,000); Lysosomal alpha-glucosidase (Homo sapiens), P10253;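 also: plate controls were uninhibited enzyme wells for no effect and no-enzyme background for full effect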
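Fluorescence at Ex 365/Em 440 nm from 4-methylumbelliferone reported enzyme activity after 20 min at room temperature. Reactions used 4 nM enzyme and 400 uM substrate at pH 5.0; curves fitted with the Hill equation.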
Numbers without * were called inactive; u = inconclusive; x = not tested or not shown; & = joins results of further samples; [ ] = remark or other dose. Calls follow the shape of the dose curve; as a rule, active = well fitted curve in the direction sought with a large enough effect; inconclusive = small, poorly fitted or top-dose-only effect, or another doubt; inactive = no such curve, though single readings can be large; an effect the other way counts as inactive or inconclusive. Potency is read from the fitted curve at half-maximal effect.

Short keys: A = aGal spleen mod; B = GAA glycogen mod; C = Tau ThT inhib; D = Tau FP inhib; E = HTT ATP protect; F = GAA spleen mod; G = Tau fluor cs; H = GAA inh
CC(C)Cc1nnc(NC(=O)Cc2ccccc2[N+](=O)[O-])s1
  A: -5% | B: 14% | C: -6% | D: 8% | E: 21%[10 µM] | F: -4% | G: -10% | H: 2%

CCc1ccc(NC(=O)C(=O)NCCOc2ccccc2Cl)cc1
  A: 5% | B: -1% | C: -2% | D: 6% | E: -33% | F: -8% | G: -3% | H: -9%

O=C1CCC(c2ccccc2)(c2ccccc2)CC1
  A: 2% | B: -2% | C: 3% | D: -3% | E: -6%&-4%[10 µM] | F: -2% | G: -1% | H: x

Cc1c(NC(=O)C(C)OC(=O)/C=C/c2ccc3c(c2)OCO3)c(=O)n(-c2ccccc2)n1C (configuration not stated)
  A: 5% | B: -9% | C: -15% | D: 7% | E: -35% | F: 4% | G: -5% | H: -5%

O=C(c1ccc(O)cc1)c1ccc(Cl)cc1
  A: -2% | B: -2% | C: 0% | D: -3% | E: -13% | F: -15% | G: -8% | H: -15%

CCC/C(=N\NC(=O)CCC(=O)NCc1ccccc1)c1ccccc1
  A: -4% | B: 19% | C: 0% | D: 1% | E: x | F: -2% | G: -1% | H: 0%

O=C(NNC(=O)c1cccs1)Nc1cccc(Cl)c1
  A: 17% | B: -20% | C: 4% | D: 1% | E: 21% | F: -18% | G: -2% | H: 4%

COc1cccc(Nc2nnc(SCC(=O)Nc3sccc3C(N)=O)s2)c1
  A: -9% | B: 22% | C: u | D: -5% | E: -37%[inhibitor][1.9 µM] | F: 1% | G: u | H: 6%

O=C(CN1C(=O)C2CC=CCC2C1=O)NCc1ccc2c(c1)OCO2 (configuration not stated)
  A: 2% | B: 11% | C: u | D: 3% | E: -3% | F: 0% | G: -10% | H: -6%

Cc1ccnc(NS(=O)(=O)c2ccc(NC(=O)C3C4C=CC(C4)C3C(=O)O)cc2)n1 (configuration not stated)
  A: 2% | B: 12% | C: -6% | D: -1% | E: -9% | F: 1% | G: 1% | H: -4%

CC(OC(=O)c1ccc(NS(=O)(=O)c2ccc3[nH]c(=O)[nH]c3c2)cc1)C(=O)Nc1ccc(Cl)cc1 (configuration not stated)
  A: 2% | B: -10% | C: 6% | D: u | E: 12%[10 µM] | F: 6% | G: u | H: 3%

Cc1ccc(OCC(=O)NNC(=O)c2cc(C)[nH]n2)cc1
  A: -5% | B: 6% | C: 8% | D: 1% | E: 17%[10 µM] | F: -4% | G: 13% | H: 4%

CCC(C(=O)Nc1cc(Cl)ccc1OC)n1nc(-c2ccccc2)ccc1=O (configuration not stated)
  A: x | B: -1%[76.3 µM] | C: -11% | D: -5% | E: x | F: x | G: -29% | H: x

COc1cc(NC(=S)NCC2CCCO2)c(OC)cc1Cl (configuration not stated)
  A: -2% | B: 7% | C: -4% | D: 1% | E: 12%[10 µM] | F: 4% | G: -4% | H: 0%

CC1(C)CC(=O)C(C2NCCc3ccccc32)=C(O)C1 (configuration not stated)
  A: 0% | B: -5% | C: u | D: -4% | E: -10% | F: -7% | G: -19% | H: 9%

The final five records of the part above open the next one:
SMILES	aGal spleen mod	GAA glycogen mod	Tau ThT inhib	Tau FP inhib	HTT ATP protect	GAA spleen mod	Tau fluor cs	GAA inh
CC(OC(=O)c1ccc(NS(=O)(=O)c2ccc3[nH]c(=O)[nH]c3c2)cc1)C(=O)Nc1ccc(Cl)cc1 (configuration not stated)	2%	-10%	6%	u	12%[10 µM]	6%	u	3%
Cc1ccc(OCC(=O)NNC(=O)c2cc(C)[nH]n2)cc1	-5%	6%	8%	1%	17%[10 µM]	-4%	13%	4%
CCC(C(=O)Nc1cc(Cl)ccc1OC)n1nc(-c2ccccc2)ccc1=O (configuration not stated)	x	-1%[76.3 µM]	-11%	-5%	x	x	-29%	x
COc1cc(NC(=S)NCC2CCCO2)c(OC)cc1Cl (configuration not stated)	-2%	7%	-4%	1%	12%[10 µM]	4%	-4%	0%
CC1(C)CC(=O)C(C2NCCc3ccccc32)=C(O)C1 (configuration not stated)	0%	-5%	u	-4%	-10%	-7%	-19%	9%
COc1cccc2c(=O)c3cccc(N)c3[nH]c12	2%	-4%	u	15%	x	4%	-18%	5%
CCN1CCN(C(=O)c2ccc(C(F)(F)F)cc2)CC1	2%	18%	-4%	-3%	10%	5%	-6%	6%
CCc1ccccc1N(C)C(=O)c1cn(CC(C)C)c(=O)c2cc(OC)c(OC)cc12	x	-4%[76.3 µM]	-13%	1%	x	x	-18%	x
CCOc1ccc(NC(=O)CN(C)CC(=O)Nc2ccc(Br)cc2F)cc1OCC	-10%	7%	-10%	7%	-23%	-3%	-26%	-4%
COc1ccc(S(=O)(=O)NCC(=O)N(CC(=O)NCC2CCCO2)c2c(C)cccc2C)cc1 (configuration not stated)	11%	0%	1%	-2%	12%[10 µM]	7%	-2%	2%
COC(=O)c1cc(CNC(=O)c2cccc(Cl)c2)ccc1OC	3%	-3%	-4%	-15%	10%[10 µM]	0%	-5%	-2%
CC(CC(O)C1OC1(C)C)C1CCC2(C)C3=CCC4C(C)(C)C(=O)CCC4(C)C3CC[C@@]12C (some centres not stated)	-6%	x	u	10%	-171%[inhibitor]	-7%	-12%	x
O=C1CC(NCc2ccc3c(c2)OCO3)C(=O)N1Cc1ccc2c(c1)OCO2 (configuration not stated)	3%	2%	-13%	4%	-6%	4%	-10%	4%
COC(=O)c1ccc(NC(=O)C2CCCCC2C(=O)O)cc1 (configuration not stated)	3%	-6%	-3%	8%	10%	-6%	7%	9%
CCOC(=O)N1CCc2c(sc(NC(=O)c3ccc(S(=O)(=O)N4CCCC4)cc3)c2C#N)C1	6%	-6%	u	-4%	2%[10 µM]	3%	-9%	-8%
Cc1[nH]c2ccc3c(ncn3CCC#N)c2c1C	-2%	0%	-7%	-2%	-15%	-2%	-2%	1%
c1ccc(OCCCn2nnc(-c3ccc(N4CCOCC4)cc3)n2)cc1	-16%	4%	u	3%	2%	-22%	-17%	-7%
CCCC[C@@H]1C[C@H]1C(NC(=O)c1ccccc1)c1ccc(C(F)(F)F)cc1 (some centres not stated)	3%	x	-13%	-1%	-44%[inhibitor]	-1%	-14%	x
O=C(CSc1ccc(Cl)cc1)Nc1ccc(C2SCCS2)cc1	8%	7%	-13%	u	11%[10 µM]	2%	-23%	x
CN(NS(=O)(=O)c1ccc(Cl)cc1)c1nc(C(F)(F)F)nc2ccccc12	4%	-16%	-4%	0%	-56%[inhibitor]	10%	-17%	1%

Entries of single compounds, quoted from the list. Values in the order: aGal spleen mod | GAA glycogen mod | Tau ThT inhib | Tau FP inhib | HTT ATP protect | GAA spleen mod | Tau fluor cs | GAA inh
CCN1CCN(C(=O)c2ccc(C(F)(F)F)cc2)CC1 reads 2% | 18% | -4% | -3% | 10% | 5% | -6% | 6%
CN(NS(=O)(=O)c1ccc(Cl)cc1)c1nc(C(F)(F)F)nc2ccccc12 reads 4% | -16% | -4% | 0% | -56%[inhibitor] | 10% | -17% | 1%

(cont.)
SMILES	aGal spleen mod	GAA glycogen mod	Tau ThT inhib	Tau FP inhib	HTT ATP protect	GAA spleen mod	Tau fluor cs	GAA inh
O=C(COC(=O)Cc1ccsc1)NCC1CCCCC1	-2%	-1%	0%	u	16%	-4%	-6%	-1%
Cc1nc2ccc(NS(=O)(=O)c3ccc4c(c3)OCCO4)cc2s1	12%	2%	0%	-6%	-12%	0%	-6%	-11%
CC(Sc1nc(-c2ccc(F)cc2)cs1)C(=O)N1c2ccccc2CC1C (configuration not stated)	0%	-9%	u	-17%	-27%[10 µM]	6%	u	-8%
COc1ccccc1CNC(=O)CCc1c(C)nc2cc(-c3ccc(Cl)cc3)nn2c1C	x	1%[76.3 µM]	-13%	-12%	x	x	-12%	x
Cc1cccc(N(C(=O)c2nsc(Cl)c2Cl)C(C(=O)NC2CCCC2)c2ccc(O)cc2)c1 (configuration not stated)	-2%	-9%	-11%	2%	0%[10 µM]	-20%	-18%	-4%
CCCCOC(=O)c1ccc(NC(=O)/C(C#N)=C/c2ccc(-c3ccccc3)o2)cc1	x	-6%[76.3 µM]	-16%	-8%	x	x	-23%	x
COc1cc(/C=C2/CC/C(=C/c3ccc(O)c(OC)c3)C2=O)ccc1O	0%	-28%	0.89µM*	u	1%[10 µM]	-5%	-22%	x
Cc1ccc(NC(=O)CSc2nnc(C)n2-c2ccccc2)cc1	10%	5%	1%	7%	-21%[1.9 µM]	0%	2%	-1%
COC(=O)c1cc(NC(=O)c2cccc(Cl)c2)c(=O)oc1/C=C/Nc1cc(C)cc(C)c1	-9%	-7%	u	-3%	5%[10 µM]	-1%	-16%	-1%
COc1ccc(/C=C/C(=O)CC(=O)/C=C/c2cccc(O)c2OC)cc1O	-16%&-13%	x	1.3µM*	-9%	u	-4%&-23%	8.9µM*[quencher]	x
O=C(NCn1ccc(=O)[nH]c1=S)c1ccccc1	-11%	2%	-2%	2%	10%	2%	5%	3%
CCOC(=O)c1csc(NC(=O)CSc2nnnn2-c2ccc(OC)cc2)n1	20%	0%	-20%	u	3%[10 µM]	-1%	-16%	-14%
CCN(CC)S(=O)(=O)c1ccc(-c2nnc(SCC(=O)Nc3ccc4c(c3)OCO4)o2)cc1	-10%	-9%	3%	-1%	-15%[10 µM]	6%	-14%	-3%
O=S(=O)(NCc1cccnc1)c1ccc(Cl)s1	2%	16%	-4%	3%	-2%	-5%	-3%	-8%
